Apaf-1 inh – inhibitors of human Apaf-1 apoptosome | inhibition, % at 20 µM | O14727 | reconstituted apoptosome caspase-3 activity, DEVD-Rh110 fluorescence | 330,000 compounds, 0.71% hits; active means inhibition of at least 40% at 20 µM;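 further: plate controls were DMSO wells for no effect and DEVD-CHO caspase inhibitor wells for full effect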
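System – cell-free apoptosome with Apaf-1, procaspase-3 and caspase-9 · Buffer or medium – pH 7.5 Hepes buffer with CHAPS, BSA, DTT · Also added – cytochrome c with DEVD-Rh110 · Times – 30 min compound preincubation, 50 min activation, room temperature · Technique – Rh110 fluorescence intensity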
SENP8 block – SENP8 protease inhibition | Q96LD8 | purified SENP8, Z-RLRGG-aminoluciferin cleavage, luminescence | inhibition, % at 10 µM | 330,000 compounds, 1.2% hits
Target sequence (Q96LD8 whole entry, looked up): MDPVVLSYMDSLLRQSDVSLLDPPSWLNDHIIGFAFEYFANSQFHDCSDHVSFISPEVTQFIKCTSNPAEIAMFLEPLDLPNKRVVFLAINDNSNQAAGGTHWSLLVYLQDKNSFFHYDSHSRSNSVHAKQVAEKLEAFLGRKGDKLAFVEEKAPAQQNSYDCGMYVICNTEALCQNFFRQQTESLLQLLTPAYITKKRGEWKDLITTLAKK
HKDC1 inh – HKDC1 (human) hexokinase inhibition | Q2TB90 | 340,000 compounds, 0.16% hits | recombinant HKDC1, G6PDH/diaphorase resazurin coupled fluorescence | AID 493160 | inhibition, % at 20 µM;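 active means inhibition above about 35% when tested at 20 µM, limit read from the data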;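 further: plate controls were DMSO wells with enzyme for no effect and DMSO wells lacking enzyme for full effect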
Target sequence (Q2TB90 whole entry, looked up): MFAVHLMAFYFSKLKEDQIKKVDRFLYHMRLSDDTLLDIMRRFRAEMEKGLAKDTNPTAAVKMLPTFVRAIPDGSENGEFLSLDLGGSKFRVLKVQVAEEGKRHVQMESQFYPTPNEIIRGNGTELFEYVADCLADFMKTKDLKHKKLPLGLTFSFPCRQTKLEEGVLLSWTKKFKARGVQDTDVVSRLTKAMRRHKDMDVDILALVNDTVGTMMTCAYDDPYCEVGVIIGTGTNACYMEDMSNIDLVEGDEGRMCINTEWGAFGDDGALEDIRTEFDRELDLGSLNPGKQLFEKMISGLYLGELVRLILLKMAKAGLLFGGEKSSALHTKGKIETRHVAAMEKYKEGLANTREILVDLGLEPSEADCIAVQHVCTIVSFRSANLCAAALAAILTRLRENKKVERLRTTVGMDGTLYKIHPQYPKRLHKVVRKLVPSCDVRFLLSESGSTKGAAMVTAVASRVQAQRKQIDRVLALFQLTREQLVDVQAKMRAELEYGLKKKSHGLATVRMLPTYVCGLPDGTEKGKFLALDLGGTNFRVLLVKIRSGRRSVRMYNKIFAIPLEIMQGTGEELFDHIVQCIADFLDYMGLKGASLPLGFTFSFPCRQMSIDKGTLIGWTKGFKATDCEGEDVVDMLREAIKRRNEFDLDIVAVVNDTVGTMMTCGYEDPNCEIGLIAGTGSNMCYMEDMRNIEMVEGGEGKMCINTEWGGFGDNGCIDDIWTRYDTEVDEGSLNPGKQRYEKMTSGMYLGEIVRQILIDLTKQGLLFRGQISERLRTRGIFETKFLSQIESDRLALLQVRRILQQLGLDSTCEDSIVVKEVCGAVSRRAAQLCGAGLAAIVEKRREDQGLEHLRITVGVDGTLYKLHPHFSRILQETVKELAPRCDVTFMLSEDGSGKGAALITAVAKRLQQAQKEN
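Material: recombinant HKDC1 hexokinase; Amount: HKDC1 at 5 µg/mL; Medium: Tris pH 8.0 buffer with MgCl2, Tween-20, BSA, BME; Schedule: 90 min reaction incubation at room temperature, dark; Technique: coupled resazurin fluorescence, excitation 525 nm, emission 613 nm.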
UBC13 inh – human UBC13 polyubiquitination inhibition; 330,000 compounds, 0.47% hits; inhibition, % at 20 µM; UBC13 polyubiquitin chain formation, TR-FRET; in the data active means inhibition above about 45%, passing the limit was not always enough
SENP7 inh – blocks the human protease SENP7; Q9BQF6; recombinant SENP7, Z-RLRGG-aminoluciferin luminescence, 40 min; inhibition, % at 5 µM; 330,000 compounds, 1.5% hits;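 active means inhibition above about 50% at the single test dose, limit read from the data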;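 further: plate controls were DMSO with enzyme for no effect and no enzyme buffer wells for full effect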
Gli-Sufu block – blocks Gli-Sufu signaling in a luciferase reporter; Sufu-KO-LIGHT fibroblasts, Gli luciferase reporter luminescence; inhibition, % at 5 µM; 340,000 compounds, 0.74% hits; AID 588413;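 active means inhibition above about 55%, limit read from the data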;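 further: 0% = DMSO-treated cells and 100% = wells with medium but no cells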
697 NFkB inh – lowers PMA/ionomycin-induced NF-kB signal in 697 B cells. 330,000 compounds, 0.33% hits. inhibition, % at 4 µM. AID 435022. 697 B-cell NF-kB luciferase reporter, 16 h; in the data active means inhibition above about 35%
Jurkat NFkB inh – inhibitors of the PMA/ionomycin-induced NF-kB reporter in Jurkat cells; PMA/ionomycin-induced NF-kB luciferase reporter, luminescence; inhibition, % at 4 µM; 330,000 compounds, 0.53% hits; AID 435003
* hit, by the source's call; . = no result given. Unless noted, no stated cut-off is given here; in the data, active means inhibition above about 50%; inactive means the rest.

SMILES	Apaf-1 inh	SENP8 block	HKDC1 inh	UBC13 inh	SENP7 inh	Gli-Sufu block	697 NFkB inh	Jurkat NFkB inh
COc1ccc(C2C(C(C)=O)=C(C)Nc3ncnn32)cc1[N+](=O)[O-] (stereo not given)	8	-20	-3	-4	-10	20	-3	-17
CC(C)(C)C(=O)COC(=O)c1ccc(N)c([N+](=O)[O-])c1	-18	1	-9	3	1	16	-2	15
COC(=O)[C@@]1(Cc2ccc(F)cc2)[C@H]2c3cc(C(=O)N4CCCC4)n(CCCNc4ncc(C(F)(F)F)cc4Cl)c3C[C@H]2CN1C(=O)c1ccccc1	10	13	4	-19	6	4	10	30
COc1cccc(NC(=O)CSc2ccc3nnc(-c4ccccn4)n3n2)c1	-1	-5	-2	-5	4	7	-1	-4
CCC(C)(C)NC(=O)CN(CCc1cccc(C)c1)C(=O)c1csnn1	-8	1	-22	-9	9	8	4	0
Cc1ccc2oc(=O)c3cnn(CC(=O)N(CCC(C)C)Cc4ccco4)c3c2c1	8	-7	-5	14	-5	11	-21	1
O=C(NC(c1ccccc1)c1ccccc1)C1(c2cccs2)CCOCC1	-9	0	6	5	-1	-8	7	11
Cc1sc2nc(SC3CCOC3=O)n(Cc3ccccc3)c(=O)c2c1C (stereo not given)	12	-8	11	9	0	-1	9	19
COc1ccc(-c2cc(CCC(=O)N3CCN(c4cc(C)ccc4C)CC3)[nH]n2)cc1	29	.	8	.	6	6	8	.
CCSc1cc(N2CCCC2)nc(-c2ccccc2)n1	15	2	1	6	2	-14	-30	-11
c1ccc(-c2noc(CN3CCN(c4cnccn4)CC3)n2)cc1	-92	-9	-6	2	-4	-11	1	11
Cn1c(SCC(=O)NCc2ccco2)nnc1-c1cccs1	-2	1	2	4	4	2	-4	0
Cn1cc(Cl)c(-c2n[nH]c(=S)n2C2CCCCC2)n1	-3	-4	13	11	-6	-4	14	12
Cc1ccccc1CNC1CCCCC1	-2	-2	-1	5	9	27	18	-5
O=C(NC12CC3CC(CC(C3)C1)C2)c1cccnc1Cl	0	-6	1	3	-6	-9	4	10
COc1ccc(C(=O)N2CCc3cc(OC)c(OC)cc3C2)cc1OC	5	6	14	2	2	7	9	21
C=CCNC(=O)CN1C2CCCC1CC(NC(=O)c1ccccc1C)C2 (stereo not given)	0	7	-1	4	2	-7	-1	-5
COc1ccc(C/C(C)=N/NC(=S)Nc2ccccc2F)cc1	-9	2	-6	16	9	-45	-165	-108
CCC(C)[C@H](NC(=O)NCc1ccc(Cl)cc1)C(=O)OC (stereo not given in full)	5	12	-5	2	2	-12	16	-2
O=Cc1cn(-c2ccccc2)nc1-c1cc2cc(O)ccc2oc1=O	-10	-15	20	-6	-12	3	6	1
O=C(CNC(=O)c1ccccc1)OCc1nnc(-c2ccc(Cl)cc2)o1	-1	-9	-10	-4	1	-4	2	9
C=CCn1c(SCC(=O)NC(=O)c2cccn2C)nc2ccccc2c1=O	-3	-6	8	-3	-2	4	16	0
CC(CN1CCCCCC1)C(=O)NN (stereo not given)	-4	-7	-8	-10	1	3	17	-3
CCCOC(=O)c1ccc(NC(=O)C(=O)NCCN(CC)CC)cc1	-18	-2	-6	1	0	4	-7	-23
COc1ccccc1CC1CC(=O)N(c2cccc(Cl)c2C)C1=O (stereo not given)	14	-6	-1	-6	3	-6	-4	-2

Part of the list above, in CSV form:
Compound,Apaf-1 inh,SENP8 block,HKDC1 inh,UBC13 inh,SENP7 inh,Gli-Sufu block,697 NFkB inh,Jurkat NFkB inh
COc1ccc(C/C(C)=N/NC(=S)Nc2ccccc2F)cc1,-9,2,-6,16,9,-45,-165,-108
CCC(C)[C@H](NC(=O)NCc1ccc(Cl)cc1)C(=O)OC (stereo not given in full),5,12,-5,2,2,-12,16,-2
O=Cc1cn(-c2ccccc2)nc1-c1cc2cc(O)ccc2oc1=O,-10,-15,20,-6,-12,3,6,1
O=C(CNC(=O)c1ccccc1)OCc1nnc(-c2ccc(Cl)cc2)o1,-1,-9,-10,-4,1,-4,2,9

(further entries)
SMILES	Apaf-1 inh	SENP8 block	HKDC1 inh	UBC13 inh	SENP7 inh	Gli-Sufu block	697 NFkB inh	Jurkat NFkB inh
N#CC1=C(SCc2ccccc2)NC(=O)CC1c1cccc(O)c1 (stereo not given)	0	-8	-6	-4	2	-2	4	-6
O=C(Nc1ccc(Br)cc1)N1CCCCCC1	6	-3	-5	6	-8	-45	-23	-39
Cc1ccccc1C(=O)N=c1ccn(-c2nc3ccccc3nc2NS(=O)(=O)c2ccc(F)cc2)cc1	13	0	1	2	1	12	23	7
COc1cc(CCC(=O)OCC(=O)NC(=O)c2ccc(Cl)cc2)cc(OC)c1OC	3	2	-6	1	5	-1	16	1
Cc1nc(-c2coc3c(CN(C)C)c(O)ccc3c2=O)cs1	0	-9	10	4	0	1	-8	10
COc1ccc(NCc2ccc([N+](=O)[O-])s2)cc1	12	-1	-1	0	5	-6	10	8
O=C(Nc1ccc(F)cc1)c1cccnc1N1CCCCC1	3	-9	-6	-13	-1	2	5	-12
Cc1ccc(-c2cc(C(=O)Nc3ccccn3)c3ccccc3n2)o1	5	1	-2	-12	1	-4	12	12
NNC(=O)C12CC3CC(C1)CC(n1ncnn1)(C3)C2	-5	-4	-7	3	-3	0	17	2
COc1cc(OC)c(CN2CCN(c3ccc(F)cc3)CC2)cc1Br	5	-2	-5	-1	0	3	3	20
Cc1cc(OC(=O)c2c(Cl)cc(Cl)cc2Cl)nc(C)n1	15	-3	-14	-15	-9	4	-30	28
O=C(CSCc1c(F)cccc1Cl)NCCc1ccccc1	2	-9	-6	-2	1	-1	-11	-8
Cc1ccc(C(=O)NCC(=O)OCC(=O)N2CC(C)OC(C)C2)cc1 (stereo not given)	13	-13	-1	-9	-13	-12	25	1
CCOc1ccc(NC(=O)c2ccc(Br)o2)c([N+](=O)[O-])c1	2	-13	-6	-32	42	-55	-58	-32
CCOc1ccc(N2C(=O)CC(Sc3nc(CC(C)C)ccc3C#N)C2=O)cc1 (stereo not given)	4	-8	8	-13	0	0	4	-2
Cc1cc(NC(=O)CCC2CCCCC2)no1	11	3	0	-3	0	4	-2	-20
Cc1ccc(NC(=O)CCCSc2nc3ccccc3[nH]2)cc1	-1	-1	-3	9	3	5	19	-4
CCc1ccc(NC(=S)NC(=O)c2c(-c3ccccc3Cl)noc2C)cc1	-8	8	1	6	1	6	8	-14
Fc1cccc(NC(=S)N2CCCC2)c1	-5	3	-3	1	-5	6	15	-7
COc1ccccc1NC(=O)COc1ccc(/C=N/NC(=O)c2cccnc2)cc1	3	3	-3	2	-2	7	11	-19
COc1ccc(C(CC(=O)c2ccccc2)C2CCCCC2=O)cc1 (stereo not given)	-2	-2	-9	6	-2	-2	-22	7
CC(=O)NC1(c2nnnn2CCOC(=O)Nc2ccc(Cl)cc2)CCCCC1	1	-2	-8	4	0	-5	0	10
Cc1ccc(C(=O)NC2CCCCCC2)cc1S(=O)(=O)N1CCOCC1	6	-17	0	-4	-4	-39	-44	-44
CCc1cccc2c(C(=O)C(NCCOC)c3ccccc3)c[nH]c12 (stereo not given)	1	2	2	23	0	27	14	-1
CSc1ccc(NC(=O)N2CC=C(n3c(=O)[nH]c4ccccc43)CC2)cc1	-9	-3	-6	-4	1	46	-26	27
Other results.
SMILES	Apaf-1 inh	SENP8 block	HKDC1 inh	UBC13 inh	SENP7 inh	Gli-Sufu block	697 NFkB inh	Jurkat NFkB inh
CCOc1ccccc1NC(=S)Nc1ccc(S(N)(=O)=O)cc1	4	-4	-6	-1	-4	3	-17	-15
Cc1cccc(NC(=O)C2CCCN(S(=O)(=O)c3ccc4[nH]c(=O)ccc4c3)C2)c1 (stereo not given)	-7	0	-1	8	-1	-6	-13	-2
O=[N+]([O-])c1ccc(N=Nc2ncc[nH]2)cc1	15	-1	23	-80	-5	-5	-145	82*
CS(=O)(=O)N1CCc2cc(-c3csc(NC(=O)Cc4cccs4)n3)ccc21	-11	1	-3	13	1	8	18	50
CCOc1cc(/C=N/NC(=S)Nc2ccccc2C(F)(F)F)ccc1OCC(=O)N1CCOCC1	4	0	-4	36	5	4	-15	-2
COc1ccc(CCN2CC(C(=O)Nc3ccc4c(c3)OCO4)CC2=O)cc1OC (stereo not given)	-10	8	2	-7	5	6	21	-1
O=C1c2oc3ccccc3c(=O)c2C(c2ccccn2)N1Cc1ccccc1 (stereo not given)	4	-1	-6	-6	-9	8	-9	9
O=C(NCC(=O)N1CCN(c2ccccc2O)CC1)c1cccs1	7	-10	4	0	5	0	-7	-15
CCCN(CC(=O)Nc1ccccc1C)C(=O)CCCOc1ccc(Br)cc1	53*	-7	-2	39	1	-3	13	4
Nc1nc(NCc2ccco2)nc(NC2CCCCC2)c1[N+](=O)[O-]	-21	6	-10	1	-7	2	-17	13
CCOc1cc(C#N)c(NC(=O)c2cccnc2Cl)cc1OCC	3	6	-5	4	0	8	17	7
CCc1noc(C)c1C(=O)N1CCCSC1=Nc1ccccc1C(C)C	11	-7	2	-1	-7	-4	-10	-8
O=C(Cn1[nH]c(=O)c2ccccc2c1=O)Nc1cccnc1	-4	3	-3	6	-4	0	16	10
CC(=O)c1ccc(N2CCN(Cc3nc(Cc4ccccc4)no3)CC2)cc1	4	-1	-10	8	0	2	4	-14
CCOC(=O)Cn1c(=O)oc2cc(S(=O)(=O)N(CCN(C)C)Cc3ccccc3)ccc21	-9	-1	-12	8	-6	2	7	-4
CN(Cc1ccccc1Cl)C(=O)c1cnccc1C(F)(F)F	-22	-3	-4	-14	10	4	1	-5
CCOC(=O)C1CCCN(Cc2nc(N)nc(Nc3ccc(OC)cc3)n2)C1 (stereo not given)	3	-6	2	6	-1	6	-25	16
CSc1nc2sc3c(c2c(=O)[nH]1)CC(C)(C)OC3	-3	4	-2	1	4	-1	-9	1
CC(C)C(=O)Nc1nc2cc3c(cc2s1)OCCO3	-19	-1	-3	8	27	-74	-146	-96
COc1ccc(-n2nc(C(=O)NCCCN3CCOCC3)c3ccccc3c2=O)c(OC)c1	-3	-9	-6	7	0	-5	0	8
CCCN1C(=O)c2ccccc2NC1c1ccc(O)c(OCC)c1 (stereo not given)	2	2	1	16	1	9	8	-7
CN1CCN(CC(=O)N2c3ccccc3C(C)(c3ccccc3)CC2(C)C)CC1 (stereo not given)	13	-7	-1	5	12	36	-23	-8
CCC(C)NC(=O)C1c2ccccc2C(=O)N1Cc1ccccc1 (stereo not given)	-4	-7	3	6	8	11	4	-1
CCOc1ccc(S(=O)(=O)Nc2ccc(C(=O)NCC(c3ccco3)N3CCCCC3)cc2)cc1 (stereo not given)	12	-1	0	0	13	18	-30	-9
COc1ccc(C(=O)OCC(=O)c2c(N)n(C)c(=O)n(C)c2=O)cc1OC	-6	2	-1	3	3	-2	9	-12
CC[C@]12c3[nH]c4cc(CCC(=O)N(C)C)ccc4c3CCN1C(=O)[C@@H](CC(=O)NCCCOC)C[C@@H]2C(=O)N1CCN(C(=O)C2CC2)CC1	19	.	-1	.	-7	3	-12	.
Cc1cccc(C)c1OCC(=O)N(Cc1ccc(N(C)C)cc1)C1CCS(=O)(=O)C1 (stereo not given)	-17	1	-4	5	-1	0	14	-10
Cc1nn(-c2cc(N3CCOCC3)ccc2[N+](=O)[O-])c(=O)c2ccccc12	-1	9	-9	-4	2	0	-10	10

For convenience, part of the list above:
SMILES	Apaf-1 inh	SENP8 block	HKDC1 inh	UBC13 inh	SENP7 inh	Gli-Sufu block	697 NFkB inh	Jurkat NFkB inh
COc1ccc(C(=O)OCC(=O)c2c(N)n(C)c(=O)n(C)c2=O)cc1OC	-6	2	-1	3	3	-2	9	-12
CC[C@]12c3[nH]c4cc(CCC(=O)N(C)C)ccc4c3CCN1C(=O)[C@@H](CC(=O)NCCCOC)C[C@@H]2C(=O)N1CCN(C(=O)C2CC2)CC1	19	.	-1	.	-7	3	-12	.
Cc1cccc(C)c1OCC(=O)N(Cc1ccc(N(C)C)cc1)C1CCS(=O)(=O)C1 (stereo not given)	-17	1	-4	5	-1	0	14	-10
Cc1nn(-c2cc(N3CCOCC3)ccc2[N+](=O)[O-])c(=O)c2ccccc12	-1	9	-9	-4	2	0	-10	10

Screening data: PubChem BioAssay, Sanford-Burnham Center for Chemical Genomics
